RBX1-CUL1 inh: inhibitors of human ROC1-CUL1 ubiquitin ligase activity. E3 ubiquitin-protein ligase RBX1 (Homo sapiens) + Cullin-1 (Homo sapiens), P62877+Q13616. in vitro K48 di-Ub FRET, acceptor:donor ratio, 45 min. inhibition, % at 10 µM. actives 0.6% (n = 140,000); in the data active = inhibition above about 25%
Target sequence (P62877 whole entry, looked up): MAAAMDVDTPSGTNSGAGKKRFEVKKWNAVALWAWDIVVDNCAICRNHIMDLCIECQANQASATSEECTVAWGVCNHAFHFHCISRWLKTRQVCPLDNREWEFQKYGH
Target sequence (Q13616 whole entry, looked up): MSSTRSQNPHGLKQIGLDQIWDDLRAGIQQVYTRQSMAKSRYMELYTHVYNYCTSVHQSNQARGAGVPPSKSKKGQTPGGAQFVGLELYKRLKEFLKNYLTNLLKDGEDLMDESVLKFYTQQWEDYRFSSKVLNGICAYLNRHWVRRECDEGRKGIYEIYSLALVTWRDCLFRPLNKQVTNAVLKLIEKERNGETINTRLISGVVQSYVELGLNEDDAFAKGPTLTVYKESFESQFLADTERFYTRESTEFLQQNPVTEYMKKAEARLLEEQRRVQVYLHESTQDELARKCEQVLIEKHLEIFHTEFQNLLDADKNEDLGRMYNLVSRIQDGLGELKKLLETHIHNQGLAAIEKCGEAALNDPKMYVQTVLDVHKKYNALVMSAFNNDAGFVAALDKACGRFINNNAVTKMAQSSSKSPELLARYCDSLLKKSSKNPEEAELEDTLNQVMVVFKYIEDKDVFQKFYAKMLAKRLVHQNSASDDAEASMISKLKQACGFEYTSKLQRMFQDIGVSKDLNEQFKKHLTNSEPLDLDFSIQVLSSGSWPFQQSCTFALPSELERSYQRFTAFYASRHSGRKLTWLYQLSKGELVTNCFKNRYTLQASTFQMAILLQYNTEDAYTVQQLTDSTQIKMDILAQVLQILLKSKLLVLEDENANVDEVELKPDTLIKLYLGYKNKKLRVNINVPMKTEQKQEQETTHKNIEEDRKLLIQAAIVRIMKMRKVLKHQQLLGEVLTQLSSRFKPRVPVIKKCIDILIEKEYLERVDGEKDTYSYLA
Numbers without * were called inactive.

SMILES | RBX1-CUL1 inh
Cc1ccccc1Cn1nnc2c(=O)[nH]c(C3CCCN(C(=O)c4ccc(C(C)(C)C)cc4)C3)nc21 (stereo not given) | 8
O=c1cc(COc2ccc(Cl)cc2)c2ccc(Cl)cc2o1 | -5
Cc1nc(SCc2c(F)cccc2Cl)[nH]c(=O)c1C | -11
CCOCC(=O)Nc1ccccc1CC | 9
O=C(Nc1ccccc1Sc1ccccc1)c1ccc(F)cc1 | -1
CC(=O)Nc1c(C)nn(-c2ccccc2)c1N1CCC(C(=O)NCc2cccc(Cl)c2)CC1 | -4
COc1ccc(-n2nc(C(=O)N3CCCC(C)C3)c3c4ccccc4n(C)c3c2=O)cc1Cl (stereo not given) | 0
COc1ccc(C(c2nnnn2C2CCCCC2)N2CCC(c3ccccc3)CC2)cc1OC (stereo not given) | -3
CNCC(O)COc1ccc(OC)cc1 (stereo not given) | -10
Cc1ccc(-c2noc(C(C)NC(=O)c3ccco3)n2)cc1 (stereo not given) | 8
CCOC(=O)c1[nH]c2ccccc2c1NC(=O)c1cc(OCC)c(OCC)c(OCC)c1 | -12
CN(Cc1ccco1)Cc1cnc(S(C)(=O)=O)n1CC1CCCCC1 | 1
C=CCn1c(SCC(=O)Nc2ccccc2C)nc2scc(-c3ccco3)c2c1=O | 6
COc1ccc(C(=O)NCC(C)C)cc1OC | 8
COc1ccc(C2(N3CCN(c4cc(C)ccc4C)CC3)C(=O)c3ccccc3C2=O)cc1 | -6
C/C(=N\NC(=O)c1cc(C23CC4CC(CC(C4)C2)C3)[nH]n1)c1ccccc1O | 5
O=C(CCc1nnc(Cc2ccc3c(c2)OCO3)o1)N1CCc2ccccc2C1 | 6
CCCOc1cccc(-c2cc(C(=O)NNC(=S)NCC)c3ccccc3n2)c1 | -1
Cc1cccc(C(=O)OCc2cc(=O)n3nc(-c4cccs4)sc3n2)c1 | -4
COc1cc(CNCCSC)ccc1OCC(O)CN1CCCCCC1 (stereo not given) | 4
CCOC(=O)c1sc2ccccc2c1S(=O)(=O)Nc1cccc(C(F)(F)F)c1 | 3
Cc1nc(NC(=O)c2ccc(C3CCCN3CC3CCOCC3)s2)n(C)n1 (stereo not given) | 1
C=CCSc1ncc(C#N)c(N)n1 | -3
O=C(Cn1c(=O)n(Cc2ccccc2)c(=O)c2sc3ccccc3c21)Nc1ccc(F)cc1 | 12
O=C(CSC1=Nc2ccccc2N=C(c2ccc(F)cc2)C1)NCc1ccccc1 | 2

Some of these compounds in order of length of the SMILES, falling:
SMILES | RBX1-CUL1 inh
C/C(=N\NC(=O)c1cc(C23CC4CC(CC(C4)C2)C3)[nH]n1)c1ccccc1O | 5
C=CCn1c(SCC(=O)Nc2ccccc2C)nc2scc(-c3ccco3)c2c1=O | 6
C=CCSc1ncc(C#N)c(N)n1 | -3

The main list resumes, starting 2 compounds before the break.
SMILES | RBX1-CUL1 inh
O=C(Cn1c(=O)n(Cc2ccccc2)c(=O)c2sc3ccccc3c21)Nc1ccc(F)cc1 | 12
O=C(CSC1=Nc2ccccc2N=C(c2ccc(F)cc2)C1)NCc1ccccc1 | 2
CC(=O)Nc1cccc(C2=Nc3ncnn3C(c3cccs3)C2)c1 (stereo not given) | 8
Cc1ccc(OC(C)C(=O)Nc2nnc(SCc3ccccc3F)s2)cc1C (stereo not given) | -1
COc1ccc(CCNC(=O)CSc2nc(N)c3c(C)c(C)sc3n2)cc1 | 15
CC(=O)c1ccc(NC2(/C=C/c3ccccc3)CC(=O)N(C3CCCCC3)C2=O)cc1 (stereo not given) | -7
CC(C)C(=O)N1CCN(c2ccc(NC(=O)c3cccnc3Cl)cc2Cl)CC1 | -1
CC1(C)CC(=O)CC(=NC2CCCCCC2)C1 | 2
O=C1N=C(Cc2ccccc2)C(=O)N1CN1CCCCC1 | -1
C[C@]1(C(=O)O)CC=CC[C@H]1C(=O)O | -3
Cc1cc(C)n(-c2nc(C)nc3c2sc2nc4c(c(-c5ccc(Cl)cc5)c23)CCCC4)n1 | 1
COc1ccc(C(=O)Nc2nnc(SCC3=Nc4ccc(C)cc4C(=O)C3)s2)cc1OC | 5
CCCN1C(=O)c2ccccc2NC1c1cc(OC)c(OC)c(OC)c1 (stereo not given) | 4
Cc1cccc(N2C(=O)CC(c3ccc(F)cc3)C3=C2COC3=O)c1 (stereo not given) | -6
N=C1/C(=C/c2ccc(OC(=O)c3ccco3)c(Cl)c2)C(=O)N=C2SC(Cc3ccccc3)=NN12 | -2
CCn1ccnc1CNc1nc2nonc2nc1N1CCCC1 | -14
Cc1ccc(C)c(N2CCN(S(=O)(=O)c3cc(-c4cc(C)no4)ccc3C)CC2)c1 | 4
CC(=O)Nc1cc(C(=O)OCC(=O)c2ccc(C)c(C)c2)ccc1C | 2
COCCN1C(=O)/C(=C/c2cc(C)n(-c3ccc(C(=O)O)cc3)c2C)C(=O)NC1=S | 1
Cc1c(C)n(CC(O)CN2CCCCCC2)c2ccccc12 (stereo not given) | -7
CSCCC(=O)N1CCOC(CCCC(C)C)C1 (stereo not given) | 6
COc1ccccc1CNC(=O)C(C)n1ccc2cc(S(=O)(=O)N3CCCC3)ccc21 (stereo not given) | -5
O=C(CN1C(=O)COc2ccc(S(=O)(=O)N3CCCCCC3)cc21)N1CCN(c2ccccc2F)CC1 | 10
COc1ccc2sc3ccccc3c(=O)c(=O)c2c1 | 0
COc1cc(NC(=O)CCc2nc(-c3cccs3)no2)cc(OC)c1OC | -5
Cc1cc(N=CCc2nnnn2-c2ccc(F)cc2)no1 | 0
O=c1nc(-c2ccccc2)cc(-c2ccc(Br)cc2)[nH]1 | -6

Continuation.
SMILES | RBX1-CUL1 inh
COc1ccccc1CN1CCCC1C(=O)Nc1cccc(-n2cccn2)c1 (stereo not given) | -9
COc1ccc(Cc2nnc(SCC(=O)Nc3ccc(Cl)cc3)n2C)cc1 | 2
Cc1ccc2c(ccc3ccc4cc(C)ccc4c32)c1 | -3
CCCSc1nc2ccc(NC(=O)c3sc4nc(-c5cccc(OC)c5)ccc4c3N)cc2s1 | -3
Cc1cccc(CNC(=O)c2ccc(NC(=O)N3CCSc4ccccc43)cc2)c1 | -7
COCC(=O)Nc1ccc(C)cc1 | -7
COc1ccccc1-c1nn2c(Cc3ccc(F)cc3)nnc2s1 | -1
Cc1cccc(C(=O)Nc2ccc(C(=O)/C=C/c3ccccc3Cl)cc2)c1 | 0
CCN(CC)S(=O)(=O)c1ccc(NC(=O)c2cccc(S(=O)(=O)N3CCC(C)CC3)c2)cc1 | 10
Cc1ccc(O)c(NC(=O)c2cc3nc(-c4ccc(F)cc4)cc(C(F)(F)F)n3n2)c1 | 8
Cc1cccc(-n2c(=O)c3c(c4cc(C)ccc4n3C)n(CC(=O)NCC3CCCO3)c2=O)c1 (stereo not given) | 2
c1ccc2[nH]c(Cc3nn[nH]n3)nc2c1 | 1
CCCC12CN3CC(C)(CN(C1)C3c1ccc(OCc3ccccc3)cc1)C2=O (stereo not given) | 8
Cc1cccc(C)c1OCc1cc(C(=O)NC2CCS(=O)(=O)C2)no1 (stereo not given) | 6
CCOC(=O)c1cnn(-c2ccc(C(C)C)cc2)c1NC(=O)C1CCC1 | -4
COc1ccc(CN2C[C@@H]3C[C@@H](c4ccc(C)c(C)c4)N4CCC[C@@]34C2=O)cc1 | -2
C/C(=N\NC(=O)c1ccc(Br)o1)c1ccccc1OCC(N)=O | 3
CN(C)c1ccc(/C=N/NC(=O)C(CSCc2ccccc2)NC(=O)c2cc([N+](=O)[O-])cc([N+](=O)[O-])c2)cc1 (stereo not given) | 3
Cc1cccc2c1N=C(CSc1ccccc1NC(=O)c1cccc(Cl)c1)CC2=O | -1
COc1ccccc1OCc1nc(C#N)c(NCc2ccc(C)cc2)o1 | 10
Cc1ccccc1-c1cnc(-c2cccnc2)nc1C1CCN(C(=O)/C=C/c2cc(F)cc(F)c2)CC1 | -2
Cc1cccn2c(=O)c3cc(S(=O)(=O)c4ccc(Cl)cc4)c(=N)n(Cc4ccco4)c3nc12 | 2
CC1=C(C(=O)OCc2ccccc2)C(c2ccc(F)cc2)N2C(=O)CCSC2=N1 (stereo not given) | -4
Cc1ccc(N(CC(=O)N/N=C/c2c(F)cccc2Cl)S(C)(=O)=O)cc1C | 1
O=C1CN(C(=O)c2ccc3nc(Cc4cccc(Cl)c4)oc3c2)CCN1 | 12

(list continues)
SMILES | RBX1-CUL1 inh
COc1ccc(C(C)(C)C)cc1NS(=O)(=O)c1cccc2cccnc12 | -9
COc1ccc(-n2ccnc2CN2CCC(CCC(=O)NCC3CCCO3)CC2)cc1 (stereo not given) | -2
COc1ccccc1NC(=O)c1sc2cccc(Cl)c2c1Cl | 1
NS(=O)(=O)c1ccc(NC(=O)c2ccc(Br)o2)cc1 | 3
COCCNC(=O)c1ccc2c(c1)CCN2S(C)(=O)=O | -3
Cn1c(=O)[nH]c2ncc([N+](=O)[O-])cc2c1=O | 3
CC1CCc2[nH]c3ccccc3c2C1 (stereo not given) | -3
CCOc1ccc(/C=C2/C(=O)NN(c3cccc(F)c3)C2=O)cc1OC | -5
CCn1ccnc1CN1CCC2(CCCN(Cc3ccc(F)c(F)c3)C2)C1 (stereo not given) | 2
Cc1cc(Cl)ccc1Nc1ncccc1C(N)=O | 14
Cc1cc(C)c(N=CC(C#N)c2nc(-c3ccc([N+](=O)[O-])cc3)cs2)c(C)c1 (stereo not given) | -2
O=C(CCS(=O)(=O)c1nc(-c2ccc3c(c2)OCO3)cc(C(F)(F)F)n1)Nc1ccc(F)cc1F | -7
O=C(Cn1c2ccccc2c(=O)c2ccccc21)N/N=C/c1ccccc1[N+](=O)[O-] | 3
O=C(NNC1=NC2(CCCC2)Cc2ccccc21)c1cccnc1 | -14
CCc1ccccc1NC(=O)N1CCc2cc(OC)c(OC)cc2C1CC(=O)OC (stereo not given) | -2
COc1cc(CNC2CCCCCC2)ccc1OCCO | 1
Cc1ccc(-c2nn(CC(=O)NC3CCCCC3)c3c2cnc2ccc(F)cc23)cc1C | -5
CCCCC(=O)Nc1ccc(N2CCN(C(=O)C(C)(C)C)CC2)c(Cl)c1 | 9
Cc1ccccc1OC(=O)c1cccnc1 | -1
CCOC(=O)c1c(CSSCc2noc(C)c2C(=O)OCC)noc1C | 3
O=[N+]([O-])c1cccnc1Sc1ccccc1Cl | -1
O=C(Nc1sc2c(c1C(=O)NC1CCS(=O)(=O)C1)CCCC2)c1ccc(Cl)cc1Cl (stereo not given) | -1
Cc1ccc2onc(CC(=O)N3CCN(c4ccccc4)CC3)c2c1 | 1
CCOc1ccc2nc(N3CCCC(C(=O)N4CCC(C(=O)N5CCOCC5)CC4)C3)nc(C)c2c1 (stereo not given) | 6
CCOc1ccc(CNC(=O)c2cnc(SC)nc2C)cc1 | 1

Molecules above that have a CF3 group:
SMILES | RBX1-CUL1 inh
CCOC(=O)c1sc2ccccc2c1S(=O)(=O)Nc1cccc(C(F)(F)F)c1 | 3
Cc1ccc(O)c(NC(=O)c2cc3nc(-c4ccc(F)cc4)cc(C(F)(F)F)n3n2)c1 | 8
O=C(CCS(=O)(=O)c1nc(-c2ccc3c(c2)OCO3)cc(C(F)(F)F)n1)Nc1ccc(F)cc1F | -7

Further records follow.
SMILES | RBX1-CUL1 inh
Cc1nc2cc(-c3cccc(F)c3)nn2c(C)c1CCC(=O)NC(C)c1ccccc1 (stereo not given) | 2
COc1cc(/C=C2\SC(=O)N(c3ccc(Cl)cc3)C2=O)cc(Cl)c1O | 63*
CCOC(=O)C(Cc1ccc(O)cc1)Nc1c([N+](=O)[O-])cc([N+](=O)[O-])c2ccccc12 (stereo not given) | 4
O=C(O)c1cc2ccoc2n1Cc1ccccc1 | 13
O=C(Nc1ccc(O)c(-c2nc3ccccc3o2)c1)c1ccc(-c2cccc(Cl)c2)o1 | 6
Nc1cc(C(=O)NCCc2ccccc2)ccc1Cl | 0
COc1ccc(NC(=O)c2c(NCc3cccs3)sc3c2CCCC3)cc1 | 6
COc1ccc(S(=O)(=O)N(CC(=O)N2CCC(C)CC2)c2ccc(C)cc2)cc1 | 4
O=C(c1ccc(F)cc1)c1cn(Cc2ccccc2)c2cc3c(cc2c1=O)OCO3 | 6
O=C(Nc1sc2c(c1C(=O)Nc1ccccc1Cl)CCCC2)c1ccccc1F | -1
CCNc1nn2c(=O)c(CC)c(C)nc2s1 | 10
CCN1C(=O)N=C(Cc2cc(OC)c(OC)cc2OC)C1=O | -8
CC(C)C(=O)Nc1ccccc1O | 11
O=C(NC1(C(F)(F)F)C(=O)N=C2C1C(=O)NC(=O)N2c1ccccc1)c1ccc(Cl)cc1Cl (stereo not given) | 0
CCCN(CCC)CCCNC(=O)C1CCCN(Cc2nc(-c3ccc(Cl)cc3)oc2C)C1 (stereo not given) | 10
CC(=O)c1c(C)oc2c1cc(NS(=O)(=O)c1c(C)cc(C)cc1C)c1ccccc12 | 7
O=C1C(=O)c2c(C(=O)c3ccccc3)coc2C(Cl)=C1Cl | 89*
CCOc1ccc(C2c3c(-c4ccccc4O)n[nH]c3C(=O)N2Cc2ccncc2)cc1 (stereo not given) | 1
O=C(O)c1nc(Cl)c(Cl)c(N=Nc2c(Cl)c(Cl)nc(C(=O)O)c2Cl)c1Cl | -7
COc1ccc(-c2ccnc3c(OC)ccc(N)c23)cc1OC | -9
CC(=O)NCCOc1cccc2c1NCCC2 | -3
CCCCN1C(=O)/C(=C/c2cccs2)N(C)C1=S | 4
Cc1ccc(C(C)(C)C)c(OCC(=O)NCCc2nc3ccccc3[nH]2)c1 | 7
C=CCNCc1ccc(OCc2c(F)cccc2Cl)c(OC)c1 | -2

Copied from the results shown for reference:
SMILES | RBX1-CUL1 inh
COc1cc(/C=C2\SC(=O)N(c3ccc(Cl)cc3)C2=O)cc(Cl)c1O | 63*
CCOC(=O)C(Cc1ccc(O)cc1)Nc1c([N+](=O)[O-])cc([N+](=O)[O-])c2ccccc12 (stereo not given) | 4

Assay outcomes: PubChem BioAssay, Icahn School of Medicine at Mount Sinai

Not all compounds are listed; the hit share may differ from the screen's.
